mIAP block – mouse IAP inhibition; purified mouse IAP, CDP-Star luminescence, 30 min; inhibition, % at 10 µM; 330,000 tested, 0.2% active; AID 2806;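 active = inhibition of at least 40% at 10 µM in the primary screen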;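 also: plate controls were DMSO with enzyme for no effect and no enzyme wells for full effect; values of inactives mirror those of a sister screen read the other way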
hIAP inh – human IAP inhibition | P09923 | purified IAP, CDP-Star luminescence, 30 min | inhibition, % at 10 µM | 330,000 tested, 0.12% active | AID 2544;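 active = inhibition reaching a set limit with compound at 10 µM in the primary screen, cut at about 35% in these data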;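 also: plate controls were DMSO wells with enzyme for no effect and no-enzyme buffer wells for full effect; values of inactives mirror those of a sister screen read the other way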
Target sequence (P09923 whole entry, looked up): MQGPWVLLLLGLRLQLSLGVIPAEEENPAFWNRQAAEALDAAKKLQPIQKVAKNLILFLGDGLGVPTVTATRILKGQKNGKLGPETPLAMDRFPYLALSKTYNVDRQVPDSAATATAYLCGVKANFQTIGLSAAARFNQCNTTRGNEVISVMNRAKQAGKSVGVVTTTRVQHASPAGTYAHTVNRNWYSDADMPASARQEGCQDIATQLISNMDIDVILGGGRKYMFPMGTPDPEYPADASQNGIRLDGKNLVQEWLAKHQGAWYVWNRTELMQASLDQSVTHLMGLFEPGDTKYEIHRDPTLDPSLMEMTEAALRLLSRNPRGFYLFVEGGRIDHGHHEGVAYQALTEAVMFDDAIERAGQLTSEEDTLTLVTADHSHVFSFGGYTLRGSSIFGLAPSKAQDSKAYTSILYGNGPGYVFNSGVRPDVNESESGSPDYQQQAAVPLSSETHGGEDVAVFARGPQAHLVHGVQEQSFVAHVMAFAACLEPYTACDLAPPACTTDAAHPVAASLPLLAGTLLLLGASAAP
APOBEC3G inh – APOBEC3G (human) deaminase inhibition. recombinant A3G, ssDNA deamination FAM/TAMRA fluorescence. inhibition, % at 20 µM. Q9HC16. 330,000 tested, 0.28% active;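 active = inhibition of at least 40% at 20 µM, with no more than 30% in the related APOBEC3A deaminase screen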;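 also: plate controls were DMSO wells with A3G for no effect and wells lacking A3G enzyme for full effect; some compounds called inactive have numbers as strong as hits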
Target sequence (Q9HC16 whole entry, looked up): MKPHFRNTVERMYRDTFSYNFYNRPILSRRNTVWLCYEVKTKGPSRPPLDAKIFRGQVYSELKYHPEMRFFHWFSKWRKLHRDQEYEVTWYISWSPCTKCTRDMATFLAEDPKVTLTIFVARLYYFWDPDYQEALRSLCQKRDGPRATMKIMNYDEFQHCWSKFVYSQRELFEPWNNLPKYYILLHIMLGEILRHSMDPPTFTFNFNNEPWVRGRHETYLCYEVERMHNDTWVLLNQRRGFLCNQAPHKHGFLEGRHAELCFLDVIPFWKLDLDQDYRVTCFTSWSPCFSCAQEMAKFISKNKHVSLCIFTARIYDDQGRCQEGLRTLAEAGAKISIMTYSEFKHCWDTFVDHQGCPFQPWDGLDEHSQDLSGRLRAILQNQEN
NLRP3 yeast inh – NALP3 inhibition in yeast. 330,000 tested, 0.39% active. Yeast reconstituted NLRP3/ASC/caspase-1, beta-gal luminescence, 24 h. inhibition, % at 10 µM;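 active = inhibition of 50% or more; inactive = inhibition below 50%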;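 also: plate controls were induced DMSO wells for no effect and uninduced yeast grown without galactose for full effect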
mIAP activ – mouse IAP activation; muIAP, CDP-Star luminescence, 30 min; hits give high values; 1 = vehicle-only enzyme signal, 0 = enzyme-free wells; activation factor at 10 µM; 330,000 tested, 0.24% active; AID 2805;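 active = activation factor of at least 2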; also: the source names both 10 and 20 µM as test concentration; values of inactives mirror those of a sister screen read the other way
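System: Mouse IAP enzyme | Also added: CDP-Star substrate | Dosing: Compounds dispensed in DMSO | Schedule: 30 min enzyme-substrate-compound incubation at room temperature | Technique: Chemiluminescence readout | Control set: DMSO-only wells and no-enzyme negative control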
TIM10 inh – inhibits growth of TIM10 yeast strain; 330,000 tested, 1.4% active; S. cerevisiae TIM10 strain growth, BacTiter-Glo luminescence, 24 h; inhibition, % at 10 µM; AID 463195;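 active = inhibition of 40% or more at the single tested concentration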;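 also: wild-type TIM10 isogenic control strain grown at permissive 25 °C; 0% = DMSO yeast wells and 100% = minimal medium wells without yeast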
tim10-1 inh – growth inhibitors of tim10-1 mutant yeast | 330,000 tested, 2.2% active | inhibition, % at 20 µM | S. cerevisiae tim10-1 ts strain growth, BacTiter-Glo, 24 h | AID 463190;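 active = inhibition of at least 40%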;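 also: mutant grown at 25 °C; 0% = DMSO wells with yeast and 100% = wells holding no yeast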
A3A deaminase – human APOBEC3A DNA deaminase inhibition. 330,000 tested, 0.41% active. P31941. AID 493011. inhibition, % at 20 µM. recombinant A3A, FAM/TAMRA ssDNA deamination fluorescence;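 active = at least 40% inhibition at 20 µM here, with at most 30% in a related deaminase screen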;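 also: plate controls were A3A with DMSO for no effect and wells lacking A3A enzyme for full effect; some results filed as inactive read as strong as hits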
MIN6 prolif – induces beta-cell replication in MIN6 cells; MIN6 cells proliferation, ATPlite luminescence, 48 h; cells starved in 0.2% serum; 100% = growth in 10% serum; proliferation, % at 10 µM; 330,000 tested, 0.29% active; AID 2380;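 active = compounds whose signal lies at least 3.5 SD above the mean of all wells on their plate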;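 also: 0% = DMSO-treated cells in low-serum medium and 100% = 10% serum control; some compounds called inactive have numbers as strong as hits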
Active calls of the source: *; · = no result given.

SMILES	mIAP block	hIAP inh	APOBEC3G inh	NLRP3 yeast inh	mIAP activ	TIM10 inh	tim10-1 inh	A3A deaminase	MIN6 prolif
O=C(c1ccco1)N1CCN(CC(=O)N2c3ccccc3CCc3ccccc32)CC1	-1.1	-7.1	-2.2	13.2	1.01	19.8	18.0	1.7	-0.8
COc1ccccc1NC(=S)Nc1ccccc1F	3.9	11.4	-2.1	2.1	0.961	10.0	12.5	0.7	-1.6
CCN(CC(=O)Nc1ccc2c(c1)OCCO2)C(=O)c1ccc(CS(C)(=O)=O)cc1	-1.0	-7.6	-3.5	8.2	1.01	-2.3	-8.1	5.5	-5.2
CCOC(=O)NC(=O)c1cn(C(CC)CO)c(=O)[nH]c1=O (stereo not drawn)	0.7	-6.8	0.4	-1.6	0.993	4.6	-2.3	1.5	-0.1
COCCNC(=O)COc1cccc2c1OC(C)(C)C2	-0.9	-1.0	-7.3	8.0	1.01	3.2	5.2	0.6	-1.7
Cc1nc(NCCc2ccccc2)c2nnn(Cc3ccccc3Cl)c2n1	-3.5	-26.3	-1.0	16.3	1.03	7.3	3.3	-0.1	-1.7
CC(C)CC(=O)NCC(C)NC(=O)CC(C)C (stereo not drawn)	-1.1	5.7	-4.1	8.3	1.01	0.1	7.4	-1.8	-1.0
CN1CCN(C(=O)CN2C(=O)COc3ccc(S(=O)(=O)N4CCOCC4)cc32)CC1	-0.3	16.7	-9.3	11.6	1	-9.0	16.5	-6.6	2.5
CC(C)CN(C(=O)COc1ccc([N+](=O)[O-])cc1)c1c(N)n(CC(C)C)c(=O)[nH]c1=O	-1.3	-14.3	-6.7	11.4	1.01	27.1	6.2	12.4	-2.0
CCCc1cc(C(=O)Nc2ccc(OC)cc2[N+](=O)[O-])cs1	14.5	23.9	-8.2	27.3	0.855	10.5	15.8	-1.8	0.1
CCCCn1c(N)c(N(CCOC)C(=O)CN2C(=O)c3ccccc3C2=O)c(=O)[nH]c1=O	-1.6	-22.6	3.6	8.3	1.02	14.7	10.6	5.2	-5.2
Cc1ccc(C(=O)O/N=C2\CCSc3ccc(C)cc32)cc1	6.6	7.8	1.9	-7.0	0.934	29.2	40.1*	1.1	-1.2
COc1ccc(CNC(=O)CN(C)S(=O)(=O)c2ccc3c(c2)OCCO3)cc1OC	6.1	27.4	-4.6	-4.5	0.939	0.6	16.2	-4.1	-3.8
O=C(N=c1ccn(-c2nc3ccccc3nc2NS(=O)(=O)c2ccccc2)cc1)c1cccs1	-8.6	-18.0	-3.2	-20.2	1.09	-6.3	7.3	-1.5	0.2
CNc1nc2ccccc2n1/N=C/c1cccc(OC)c1OC	3.7	2.6	-3.6	1.0	0.963	47.7*	29.7	-0.5	0.3
COC(=O)c1sc(NC(=O)CSc2nc3cccnc3n2C)nc1C	-8.4	-7.6	-3.3	19.2	1.08	-28.8	-12.8	1.4	-3.8
O=C(Cn1nnc(-c2ccccc2)n1)NC(=O)NC1CCCC1	-8.0	2.0	-5.2	26.4	1.08	6.9	9.5	-2.0	1.5
N#CCCN(C(=O)COC(=O)/C=C/c1cccs1)c1ccccc1	-5.8	-7.6	-8.9	0.3	1.06	-6.4	-0.9	-3.8	0.9
C=CCOc1ccccc1/C=N/NC(=O)Cc1ccccc1	-5.9	4.3	-5.1	11.4	1.06	-1.3	9.2	-0.8	1.5
N#CCC(=O)N/N=C\c1cc(Br)ccc1OC/C=C/c1ccccc1	7.5	-29.3	-2.3	5.6	0.925	16.3	4.9	2.0	-7.4
O=C1CN(C(=O)c2ccco2)c2ccccc2N1	-3.4	-12.1	-3.2	12.7	1.03	-17.1	13.1	-0.1	-0.6
C=CCCC(=O)N1CCC(Oc2cccc(C(=O)NCc3ccccn3)c2)CC1	-0.2	-23.9	-4.7	19.9	1	-3.2	-13.9	-0.4	-3.5
CC(C)Oc1cc2ccccc2cc1CNC[C@H]1O[C@@H](n2cnc3c(N)ncnc32)[C@H](O)[C@@H]1O	-7.8	1.5	-7.5	7.5	1.08	4.9	-12.1	-2.8	-0.7
COc1ccc(NC(=O)CN(C)C(=O)Cc2ccc3c(c2)CCC3)cc1	3.1	4.4	-7.4	8.2	0.969	10.2	5.6	10.4	-1.8
O=C(c1ccc(Nc2cccc(C(F)(F)F)c2)nc1)N1CCCC1	-2.2	-3.7	-0.2	-0.1	1.02	9.8	28.2	1.7	-1.5
Cc1ccc(CNS(=O)(=O)c2ccc3oc(C(=O)O)c(C)c3c2)cc1	-4.3	0.9	-1.1	-7.8	1.04	5.8	8.7	0.2	3.6
COc1ccccc1N1CCN(C(=S)Nc2ccc(S(=O)(=O)N3CCOCC3)cc2)CC1	3.3	-7.0	-7.3	11.4	0.967	-3.5	-5.3	-1.8	-2.1
CCOC(=O)C1(C(F)(F)F)N=C(c2cccnc2)OC(N2CCCCC2)=N1 (stereo not drawn)	-7.5	9.3	-3.9	0.0	1.07	0.3	11.0	-1.5	-2.3
Cc1ccccc1OCc1nnc2c3cnn(C)c3ncn12	16.6	-6.8	0.3	13.7	0.834	-8.1	16.0	8.0	-0.3
COc1cccc(CNc2ccc([N+](=O)[O-])cc2C)c1	-8.2	-8.5	-5.1	14.5	1.08	-14.1	5.6	-4.1	1.3
COc1ccc(C(=O)/C=C/C(=O)N(Cc2ccccc2OC)C(C(=O)NC2CCCCC2)c2ccncc2)c(O)c1 (stereo not drawn)	11.4	7.5	-6.3	-2.4	0.886	33.0	23.5	-2.0	-1.7
O=C(Nc1cccnc1)C1CCN(S(=O)(=O)c2cccs2)CC1	-5.3	2.3	-2.1	10.9	1.05	-7.2	5.8	1.8	-3.9
Cc1ccccc1Nc1nc(N)nc(CSc2nnc(C)n2C)n1	17.1	6.2	-1.6	9.5	0.829	-4.9	-2.6	4.8	-3.0
O=C(CSc1ccc2nnc(-c3cccnc3)n2n1)Nc1ccc(F)cc1F	0.4	-28.9	-8.5	15.5	0.996	3.8	19.1	-4.3	-4.2
Nc1nonc1C(=O)NCCNC(=O)c1cccs1	-4.9	4.6	-7.8	14.0	1.05	10.7	15.8	-2.0	0.9
COc1cc2c(c(OC)c1OC)-c1ccc(OC)c(=O)cc1[C@@H](NC(C)=O)CC2	1.7	8.9	-7.4	13.5	0.983	4.0	-5.9	-0.8	-6.4
COc1cc(C(C)=O)ccc1OCC(O)CN1CCN(c2cc(C)cc(C)c2)CC1 (stereo not drawn)	-3.9	7.9	0.8	30.2	1.04	2.3	20.7	-2.5	-3.9
Cc1cc2oc(=O)cc(CN3CCN(S(=O)(=O)c4cccs4)CC3)c2cc1C	0.5	11.7	22.0	28.8	0.995	14.9	17.6	-1.2	-2.9
CCOC(=O)N1CCC(NC(=O)Cn2nc(-c3ccccc3)ccc2=O)CC1	0.5	2.7	1.3	15.4	0.995	-2.6	-7.1	-1.1	-2.8
O=C(NC1CCCCC1)c1n[nH]c2c1CC(c1ccccc1)CC2 (stereo not drawn)	-30.3	-23.6	-7.6	7.5	1.3	-6.2	6.3	-5.6	-1.3

Quoted from the listing.
`CCOC(=O)C1(C(F)(F)F)N=C(c2cccnc2)OC(N2CCCCC2)=N1` (stereo not drawn) in mIAP activ is listed with 1.07
`COc1cc2c(c(OC)c1OC)-c1ccc(OC)c(=O)cc1[C@@H](NC(C)=O)CC2` in hIAP inh is listed with 8.9
`O=C(CSc1ccc2nnc(-c3cccnc3)n2n1)Nc1ccc(F)cc1F` in NLRP3 yeast inh is listed with 15.5
`O=C1CN(C(=O)c2ccco2)c2ccccc2N1` in mIAP block is listed with -3.4

Marked active in TIM10 inh, of those listed so far:
compound,mIAP block,hIAP inh,APOBEC3G inh,NLRP3 yeast inh,mIAP activ,TIM10 inh,A3A deaminase
CNc1nc2ccccc2n1/N=C/c1cccc(OC)c1OC,3.7,2.6,-3.6,1.0,0.963,47.7*,-0.5

Going on with the list.
SMILES	mIAP block	hIAP inh	APOBEC3G inh	NLRP3 yeast inh	mIAP activ	TIM10 inh	tim10-1 inh	A3A deaminase	MIN6 prolif
CC1(C)c2[nH]c3ccccc3c2C[C@@H]2C(=O)N(c3cc(F)ccc3F)C(=O)N21	-15.0	5.4	-4.7	11.3	1.15	0.5	-11.7	-3.3	-1.1
O=C(CCCSc1nc(-c2ccco2)cc(C(F)(F)F)n1)Nc1ccc2c(c1)OCO2	6.7	6.8	-3.3	19.5	0.933	22.7	6.1	1.5	-4.3
COc1ccc(CSc2nnc(-c3ccncc3)n2C)cc1F	9.1	-0.9	-5.0	4.5	0.909	11.0	0.9	17.6	4.4
CN(Cc1cc2ccccc2[nH]c1=O)C(=O)c1cccs1	-0.2	12.3	-2.1	7.6	1	-1.6	-0.6	2.2	-3.8
Cc1nccn1CCC1CCCCN1C(=O)CCc1nnc(-c2ccsc2)o1 (stereo not drawn)	-3.4	-5.7	-7.1	16.2	1.03	-11.4	-3.2	-4.8	-1.2
COc1ccc(/C=N/OCC(=O)N(Cc2ccc(OC)cc2)c2ccccc2C(=O)O)cc1	4.3	6.4	-4.4	-2.5	0.957	16.9	5.6	-4.1	1.6
Cc1ccc(C)c(N2CCN(C(=O)CCc3nc(-c4ccccc4C)no3)CC2)c1	6.4	·	2.5	·	0.936	9.2	18.6	1.1	·
Cc1nn2c(Nc3ccc(F)cc3)c3c(nc2c1-c1ccccc1)CCC3	7.3	-22.2	-7.7	-2.0	0.927	4.9	7.8	2.7	-3.4
COc1ccc(NC(=O)C(CC(C)C)NS(=O)(=O)c2ccc3c(c2)CCN3C(C)=O)cc1OC (stereo not drawn)	-3.5	-6.9	-3.9	15.7	1.03	16.8	17.2	-1.3	-0.3
Cc1nn(Cc2ccccc2)c(Cl)c1C(=O)NCCc1ccccc1	1.9	15.2	-0.1	0.3	0.981	31.6	23.2	-1.8	-0.8
COc1ccc(NC(=O)CCCCC(=O)Nc2ccc(OC)cc2)cc1	2.2	3.3	-6.3	4.7	0.978	-4.8	-11.9	1.2	-3.6
CN(Cc1ccccc1)c1oc(COc2ccccc2F)nc1C#N	17.9	13.2	-4.8	13.6	0.821	-3.9	3.6	-1.0	0.4
Cc1cccc(OCC(=O)N(C)c2c(N)n(Cc3ccccc3)c(=O)[nH]c2=O)c1C	0.9	-3.4	-5.8	-4.1	0.991	8.0	17.7	2.8	-1.8
O=C(CC(Cc1ccccc1)C(=O)O)Nc1cccc(C(F)(F)F)c1 (stereo not drawn)	10.8	-5.7	-10.1	-0.8	0.892	8.7	-15.3	-3.9	3.2
O=C(CSc1nc(-c2ccccc2)nn1C(=O)c1ccccc1)Nc1cccc([N+](=O)[O-])c1	6.5	12.1	-5.1	7.0	0.935	29.4	27.8	-2.2	-5.5
O=C(NCc1nc2ccccc2[nH]1)C1=C[C@H](c2coc3ccccc3c2=O)C[C@H](OCc2ccc(CO)cc2)O1	-1.4	-6.5	-11.2	14.6	1.01	7.9	-22.6	-1.5	-7.4
CN(Cc1ccccn1)Cc1nc(COc2ccccc2)no1	5.4	-3.7	-2.6	4.3	0.946	-11.1	10.1	-0.1	1.3
Cc1cc(C(=O)OCC(=O)c2cccs2)ccc1[N+](=O)[O-]	5.5	4.4	-9.1	12.9	0.945	-3.4	21.2	-0.6	0.1
O=C(C1CCCCC1)N(Cc1ccccc1)c1ccccn1	5.9	3.4	-3.5	-2.4	0.941	14.0	22.1	0.4	0.3

Screening results as filed in PubChem.
